PI4K2A block – qHTS for small molecular inhibitors of PI4K2A; 420,000 tested, 0.13% active; AID 1346378, 2018; purified PI4K2A, ADP-Glo luminescence, 1 h; active compounds read low; activity change, negative = inhibition, % at 76.9 µM; in the data active = activity change below about -50%; inconclusive = mostly about -30% to -49%;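 also: -100% = wells without enzyme as full effect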
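PI4K2A activity was measured by ADP-Glo luminescence: enzyme (4 ug/mL stock) and phosphatidylinositol (1.2 mM stock) in Tris pH 7.5/MgCl2/EGTA/Triton X-100 buffer were reacted with ATP (300 microM stock) for one hour at ambient temperature.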
Pol eta inh – qHTS for Inhibitors of Polymerase Eta; DNA polymerase eta (Homo sapiens), Q9Y253; recombinant Pol eta, fluorescent DNA replication assay; Potency, µM (titrated, usually from 114 µM), for the others: at the top dose activity change, negative = inhibition, usual class: inhibitors; 390,000 tested, 1.2% active; also: potency is read from the fitted curve at half-maximal effect; % is scaled to controls: 0 for no effect and ±100 for the full control effect
Target sequence (Q9Y253 whole entry, looked up): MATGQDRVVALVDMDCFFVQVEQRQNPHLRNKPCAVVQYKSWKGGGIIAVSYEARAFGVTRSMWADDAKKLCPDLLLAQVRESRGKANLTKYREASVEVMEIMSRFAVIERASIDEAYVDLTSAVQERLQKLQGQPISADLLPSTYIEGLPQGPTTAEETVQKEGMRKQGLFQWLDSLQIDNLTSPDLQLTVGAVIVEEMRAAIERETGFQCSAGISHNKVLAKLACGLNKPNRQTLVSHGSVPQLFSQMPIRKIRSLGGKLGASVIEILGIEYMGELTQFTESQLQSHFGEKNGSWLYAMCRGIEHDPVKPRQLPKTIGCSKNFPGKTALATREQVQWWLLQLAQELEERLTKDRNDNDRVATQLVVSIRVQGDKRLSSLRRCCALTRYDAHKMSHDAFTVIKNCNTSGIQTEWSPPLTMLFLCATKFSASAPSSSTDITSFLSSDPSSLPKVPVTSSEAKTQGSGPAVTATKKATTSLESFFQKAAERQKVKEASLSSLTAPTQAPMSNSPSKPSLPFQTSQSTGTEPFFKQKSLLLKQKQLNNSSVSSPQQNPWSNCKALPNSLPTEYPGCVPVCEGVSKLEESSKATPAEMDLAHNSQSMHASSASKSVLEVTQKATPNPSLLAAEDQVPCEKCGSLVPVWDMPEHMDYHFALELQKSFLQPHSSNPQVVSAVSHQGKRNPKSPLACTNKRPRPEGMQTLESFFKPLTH
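Pol eta at 10 nM preincubated with compounds 15 min at room temperature; reaction started with fluorescent substrate (50 nM final) and read kinetically at 0 and 10 min.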
Pin1 inh – qHTS Assay to Find Inhibitors of Pin1 | Potency, µM (top dose mostly 115 µM), for the others: top-dose activity, negative = inhibition, usual class: inhibitors | 390,000 tested, 0.009% active | Peptidyl-prolyl cis-trans isomerase NIMA-interacting 1 (Homo sapiens), Q13526 | Pin1 FP peptide displacement, HiFluor488, 10 min; active = well fitted inhibition curve with a large enough effect in the polarisation, with a control signal flat, not every such curve was filed as active; inconclusive = small, poorly fitted or top-dose-only effect, or effect the other way, or a change in a side signal; inactive = no such curve, though single readings can be large or run the other way; the % refers to the polarisation; also: potency is read from the fitted curve at half-maximal effect; % is scaled to controls: 0 for no effect and ±100 for the full control effect
HP1b chromo inh – HTS for Inhibitors of HP1-beta Chromodomain Interactions with Methylated Histone Tails. 390,000 tested, 0.56% active. Potency, µM (top dose mostly 114 µM), for inactives: at the highest dose activity change, negative = inhibition, usual class: inhibitors. AlphaScreen HP1-beta / biotin-H3K9me3 peptide binding. AID 540317, 2011; also: potency is read from the fitted curve at half-maximal effect; nearly all actives have a fitted effect of over 70% in size; inactives centre near 23
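Compound inhibition of the preformed complex between 50 nM HP1-beta and 50 nM biotinylated H3K9me3 peptide was read by AlphaScreen. Buffer was PBS pH 7.4 with 0.01% Tween-20. Incubations ran 30 min at room temperature, with 10 ug/mL donor/acceptor beads.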
G9a inh – qHTS Assay for Inhibitors of Histone Lysine Methyltransferase G9a | Histone-lysine N-methyltransferase EHMT2 (Homo sapiens), Q96KQ7 | G9a H3K9 monomethylation, AlphaScreen, 2 h | Potency, µM (doses to about 102 µM), inactives show top-dose activity, negative = inhibition, most hits filed as inhibitors | 350,000 tested, 8.8% active | AID 504332, 2011; also: potency is read from the fitted curve at half-maximal effect; % is scaled to controls: 0 for no effect and ±100 for the full control effect; nearly all actives have a fitted effect of over 75% in size
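Signal arises when biotinylated H3K9 peptide, once monomethylated, bridges streptavidin donor and antibody-captured acceptor beads. Enzyme at 20 nM was preincubated 15 min with test compounds; peptide 500 nM and SAM 20 uM then reacted for 2 h.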
BAZ2B block – qHTS Assay for Inhibitors of BAZ2B; AlphaScreen BAZ2B-H3K14Ac peptide displacement; Potency, µM (highest dose often 114 µM), for the others: at the highest dose activity change, negative = inhibition, usual class: inhibitors; 360,000 tested, 4.4% active; AID 504333, 2011; also: potency is read from the fitted curve at half-maximal effect; % is scaled to controls: 0 for no effect and ±100 for the full control effect; nearly all actives have a fitted effect of over 60% in size
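In this displacement format the biotinylated H3(5-23) peptide acetylated at Lys14 serves as ligand at 50 nM, with BAZ2B at 50 nM in PBS pH 7.4 containing 0.01% Tween-20. Donor and acceptor beads are 10 ug/mL final.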
PGK inhibitor – qHTS Assay to Find Inhibitors of Phosphoglycerate Kinase; Phosphoglycerate kinase, glycosomal (Trypanosoma brucei brucei), P07378; PGK/GAPDH coupled, Kinase-Glo luminescence, 60 min; Potency, µM (top dose mostly 57.5 µM), inactives show at the highest dose activity change, negative = inhibition, most hits filed as inhibitors; 380,000 tested, 0.043% active; AID 602233, 2012; also: potency is read from the fitted curve at half-maximal effect; % is scaled to controls: 0 for no effect and ±100 for the full control effect; nearly all actives have a fitted effect of over 60% in size
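Recombinant glycosomal PGK reaction used 1,3-bisphosphoglycerate generated in-well by GAPDH (100nM final) in 100mM TEA pH 7.6, 5mM MgCl2, 0.01% Tween-20. After 60 minutes at room temperature, ATP was read by Kinase-Glo Plus luminescence end-point.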
JMJD2A Tudor – qHTS Assay for Inhibitors of JMJD2A-Tudor Domain. Lysine-specific demethylase 4A (Homo sapiens), O75164. AlphaScreen JMJD2A-Tudor / H3K4me3 peptide binding. Potency, µM (top dose mostly 114 µM), inactives show top-dose activity change, negative = inhibition, most hits filed as inhibitors. 390,000 tested, 4.4% active; also: potency is read from the fitted curve at half-maximal effect; % is scaled to controls: 0 for no effect and ±100 for the full control effect; nearly all actives have a fitted effect of over 50% in size
GLS inh – qHTS for Inhibitors of Glutaminase (GLS); Glutaminase kidney isoform, mitochondrial (Homo sapiens), O94925; 410,000 tested, 0.21% active; GLS enzymatic activity, qHTS titration; Potency, µM (highest dose often 45.5 µM), for the others: at the top dose activity change, negative = inhibition, usual class: inhibitors; AID 624170, 2012; also: potency is read from the fitted curve at half-maximal effect; % is scaled to controls: 0 for no effect and ±100 for the full control effect
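Compounds were pin-transferred onto hKGA, after which L-glutamine (1 mM solution) and a detection mix of glutamate oxidase, HRP and Amplex Red were added. Initial and 30 min RT fluorescence reads were collected.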
Starred values were filed as active, the others as inactive; i = inactive; u = inconclusive; x = no result given; [ ] = remark or other dose. Unless noted, calls follow the shape of the dose curve; as a rule, active = well fitted curve in the direction sought with a large enough effect; inconclusive = small, poorly fitted or top-dose-only effect, or another doubt; inactive = no such curve, though single readings can be large; an effect the other way counts as inactive or inconclusive. A portion of the library, so the mix of outcomes need not match the whole.

Order of results: PI4K2A block	Pol eta inh	Pin1 inh	HP1b chromo inh	G9a inh	BAZ2B block	PGK inhibitor	JMJD2A Tudor	GLS inh
Cc1ccc(S(=O)(=O)N2CCC(=O)N(CCOC(=O)Nc3cc(C)cc(C)c3)CC2)cc1
 : 3	-19%	6%	47%[activator]	-25%[59 µM]	-8%	3%	-23%	13%
COC(=O)C1C(=O)CC(C)(O)C(C(=O)OC)C1c1ccc2c(c1)OCO2 (centres undefined)
 : 1	13%	-3%	24%	-10%[59 µM]	-6%	-8%	-13%	0%
CNC(=O)c1nc(C)n(-c2cc(Cl)ccc2Cl)n1
 : 4	1%	0%	10%	-1%[59 µM]	15%	-3%	-18%	1%
O=C(CSc1nnc(SCc2ccccc2Cl)s1)N/N=C/c1ccc(C(=O)O)cc1
 : 1	-4%	0%	16%	11%	-9%	-7%	-13%	3%
CCOC(=O)CSC(CC)C(=O)Nc1nnc(C(C)C)s1 (centres undefined)
 : -3	-14%	0%	28%	u	-3%	-1%	-5%	-3%
O=C(ON=C1CCSCC1)c1ccccc1
 : 2	-10%	0%	34%	x	x	i	-4%	0%
O=C(NCC1CCCO1)C1CCC(=O)N1Cc1ccccc1Cl (centres undefined)
 : 2	6%	-1%	22%	x	1%	-2%	-3%	2%
O=C(COc1ccc(F)cc1)Nc1ccccc1C(=O)OCc1cc(=O)n2ccsc2n1
 : -1	0%	-5%	56%[activator]	-23%[59 µM]	u	-2%	-25%	-10%
O=S(=O)(NCC1CCC(NS(=O)(=O)c2c(F)cccc2F)CC1)c1ccc2c(c1)OCCO2 (centres undefined)
 : -3	-14%	-2%	49%[activator]	6%[12.7 µM]	12%	-4%	-14%	4%
c1ccc(CN2CCOCC2)cc1
 : -1	-6%	0%	35%	9%[12.7 µM]	-32%	3%[11.5 µM]	-16%	3%
COc1ccc(C(=O)COC(=O)c2ccc(-n3cnnn3)cc2)c(OC)c1
 : -5	-4%	u	-4%	3%	-2%	i	-16%	0%
CN(C)C(=O)CCc1ccc2c3c([nH]c2c1)[C@]1(C)[C@@H](C(=O)N2CCOCC2)C[C@H](CC(=O)NCC24CC5CC(CC(C5)C2)C4)C(=O)N1CC3
 : 2	-16%	-2%	10%	x	x	-5%	-31%	2%
Cc1ccc(C(=O)Oc2ccc(Br)cc2C(=S)N2CCOCC2)cc1
 : 4	-5%	-7%	u	40µM*	-14%	0%	-21%	2%
CCn1c(SCC(=O)NCCc2ccccc2)nnc1-c1ccco1
 : -5	-18%	3%	31%	40µM*	-3%	-5%	7%	-8%
O=C(c1ccc(S(=O)(=O)c2ccccc2Cl)c([N+](=O)[O-])c1)N1CCN(Cc2ccccc2)CC1
 : -3	-20%	6%	-19%	u	u	2%	u	-13%
OC(Cn1nnc2ccccc21)Cn1c(C(F)(F)F)nc2ccccc21 (centres undefined)
 : 1	-13%	-9%	32%	-48%	4%	-1%	3%	-9%
COCCNC(=O)COc1ccc(Br)cc1Cl
 : -8	-6%	7%	38%	-3%[12.7 µM]	-5%	5%	0%	7%
CC(Sc1nc(-c2ccccc2)cc(C(F)(F)F)n1)C(=O)Nc1sc2c(c1C#N)CCC2 (centres undefined)
 : -6	-25%	2%	-22%	40µM*	-18%[57.1 µM]	2%	-23%	2%
Cn1ncc(Cl)c(Oc2ccccc2)c1=O
 : -1	-1%	-4%	17%	-30%[59 µM]	-1%	-9%	-6%	0%
COC(=O)Cc1c(O)ccn(Cc2cccc3ccccc23)c1=O
 : 2	-6%	-10%	27%	103%[activator][59 µM]	-4%	i	-1%	-2%
CC(C(=O)N1CC2(C)CC1CC(C)(C)C2)N1C(=O)c2ccccc2C1=O (centres undefined)
 : 3	u	0%	11%	u	8%	-9%	-11%	4%
CC(C)CN(C(=O)c1ccco1)C1CCS(=O)(=O)C1 (centres undefined)
 : 2	1%	-4%	15%	-31%	11%	i	-15%	-2%
CCCc1ncc(C(=O)c2ccc(OC)cc2)n1C
 : -1	-2%	0%	5%	15%[59 µM]	4%	-4%	-3%	-1%

Given as tab-separated lines: 7 of the compounds above.
Compound	PI4K2A block	Pol eta inh	Pin1 inh	HP1b chromo inh	G9a inh	BAZ2B block	PGK inhibitor	JMJD2A Tudor	GLS inh
CC(C)CN(C(=O)c1ccco1)C1CCS(=O)(=O)C1 (centres undefined)	2	1%	-4%	15%	-31%	11%	i	-15%	-2%
CC(C(=O)N1CC2(C)CC1CC(C)(C)C2)N1C(=O)c2ccccc2C1=O (centres undefined)	3	u	0%	11%	u	8%	-9%	-11%	4%
O=C(CSc1nnc(SCc2ccccc2Cl)s1)N/N=C/c1ccc(C(=O)O)cc1	1	-4%	0%	16%	11%	-9%	-7%	-13%	3%
CNC(=O)c1nc(C)n(-c2cc(Cl)ccc2Cl)n1	4	1%	0%	10%	-1%[59 µM]	15%	-3%	-18%	1%
c1ccc(CN2CCOCC2)cc1	-1	-6%	0%	35%	9%[12.7 µM]	-32%	3%[11.5 µM]	-16%	3%
CC(Sc1nc(-c2ccccc2)cc(C(F)(F)F)n1)C(=O)Nc1sc2c(c1C#N)CCC2 (centres undefined)	-6	-25%	2%	-22%	40µM*	-18%[57.1 µM]	2%	-23%	2%
O=C(COc1ccc(F)cc1)Nc1ccccc1C(=O)OCc1cc(=O)n2ccsc2n1	-1	0%	-5%	56%[activator]	-23%[59 µM]	u	-2%	-25%	-10%
